# Bioassay records deposited in PubChem BioAssay by National Center for Advancing Translational Sciences (NCATS).
# RXFP1 antag – qHTS Assay for Antagonists of the Relaxin Receptor RXFP1; HEK293-RXFP1, relaxin-stimulated cAMP HTRF, 30 min; stronger effect = lower value; activity change, negative = inhibition, % at 57.5 µM; hit rate 0.59% among 350,000;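 active = activity change of -60% or lower, but not beyond a set lower limit; inconclusive = change between -60% and -40%, or beyond the set limit; inactive = change above -40%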; note: % is set by controls: 0 for no effect and ±100 for the full control effect
# Target sequence (Q9HBX9 whole entry, looked up): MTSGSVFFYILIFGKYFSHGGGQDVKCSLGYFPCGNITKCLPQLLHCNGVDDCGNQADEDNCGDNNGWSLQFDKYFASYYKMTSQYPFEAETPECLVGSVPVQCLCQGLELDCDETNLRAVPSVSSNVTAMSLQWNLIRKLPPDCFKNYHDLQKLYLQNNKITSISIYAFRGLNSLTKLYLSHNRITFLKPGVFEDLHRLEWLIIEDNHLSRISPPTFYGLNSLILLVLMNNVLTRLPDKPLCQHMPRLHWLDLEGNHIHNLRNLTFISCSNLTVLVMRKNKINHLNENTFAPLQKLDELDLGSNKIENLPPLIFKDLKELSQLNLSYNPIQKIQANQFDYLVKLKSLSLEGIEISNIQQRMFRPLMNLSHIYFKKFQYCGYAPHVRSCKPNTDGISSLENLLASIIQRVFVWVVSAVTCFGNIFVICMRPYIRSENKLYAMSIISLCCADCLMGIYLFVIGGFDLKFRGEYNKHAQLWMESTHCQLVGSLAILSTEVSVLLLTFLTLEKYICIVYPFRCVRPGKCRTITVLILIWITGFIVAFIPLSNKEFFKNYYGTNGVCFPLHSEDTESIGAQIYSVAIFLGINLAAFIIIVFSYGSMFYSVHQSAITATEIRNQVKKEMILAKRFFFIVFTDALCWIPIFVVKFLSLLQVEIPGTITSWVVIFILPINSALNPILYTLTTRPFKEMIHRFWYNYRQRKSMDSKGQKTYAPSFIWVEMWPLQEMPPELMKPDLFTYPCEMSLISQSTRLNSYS
# D1 antag – Antagonist of Human D 1 Dopamine Receptor: qHTS. D(1A) dopamine receptor (Homo sapiens), P21728. HEK293 TREx D1 cells, calcium flux, dopamine EC80; stronger effect = lower value. activity change, negative = inhibition, % at 10 µM. hit rate 3.2% among 360,000. AID 504652, 2011; in the data active = activity change below about -30%; note: % is set by controls: 0 for no effect and ±100 for the full control effect
#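 Tetracycline-induced HEK293 T-REx cells with force-coupled D1 receptor were loaded with a no-wash calcium dye. Compound was added after a 10 s baseline and read kinetically for 180 s; EC80 dopamine was then added and calcium flux followed another 180 s.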
# TRHR enhancer – qHTS for Small Molecule Agonists and Allosteric Enhancers of Human TRH Receptor: Primary Screen for Enhancers; Thyrotropin-releasing hormone receptor (Homo sapiens), P34981; TRHR cells, fluo-8 calcium fluorescence, EC20 TRH enhancement; enhancement, % at 2 µM; hit rate 0.66% among 360,000; AID 493056, 2011; in the data active = enhancement above about 30%; note: 0% is about no effect
#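 Enhancer read-out: after compound pinning and an initial kinetic agonist-mode read, an EC20 of TRH (10 nM final) was injected and fluo-8 calcium signal (Ex 480/Em 530) followed at 1 s/cycle for 100 cycles in TRHR-expressing cells.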
# D2 potentiator – HTS Assay for Positive Allosteric Modulators of the Human D2 Dopamine Receptor: Primary Screen for Potentiators; potentiation, % at 10 µM; hit rate 0.34% among 340,000; HEK293 T-REx D2, calcium flux, EC20 dopamine potentiation; D(2) dopamine receptor (Homo sapiens), P14416; AID 485347, 2010;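 active = potentiation over 3 SD above the plate norm, cut at about 30% in these data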; note: 0% is about no effect
#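 Cells plated with tetracycline inducer and held overnight at 30 C; calcium dye loaded 30–90 min at room temperature; baseline taken, compound added and read 180 s; EC20 dopamine then added and read 180 s.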
# D1 PAM – Potentiators of Human D1 Dopamine Receptor: qHTS; D(1A) dopamine receptor (Homo sapiens), P21728; HEK293 TREx D1 cells, calcium flux, dopamine EC20 potentiation; potentiation, % at 10 µM; hit rate 0.036% among 360,000; AID 504651, 2011; in the data active = potentiation above about 30%; note: 0% is about no effect
# D1 ag – Allosteric Agonists of the Human D1 Dopamine Receptor: qHTS | D(1A) dopamine receptor (Homo sapiens), P21728 | HEK293 T-REx D1 cells, calcium flux, agonist mode | activation, % at 2 µM | hit rate 1% among 360,000; in the data active = activation above about 30%; note: 0% is about no effect
#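 Tetracycline-induced HEK293 TREx D1 cells, force-coupled to calcium signalling, were dye-loaded with a no-wash calcium kit. Compound was pin-added after a 10 s baseline. Fluorescence was read kinetically at 1 cycle/s for 180 s, with calcium rises flagged as agonism.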
# TRHR ag – qHTS for Small Molecule Agonists and Allosteric Enhancers of Human TRH Receptor: Primary Screen for Agonists; Thyrotropin-releasing hormone receptor (Homo sapiens), P34981; activation, % at 2 µM; TRHR cells, calcium flux fluo-8, FDSS agonist mode; AID 493084, 2011; hit rate 0.18% among 360,000; in the data active = activation above about 30%; note: 0% is about no effect
#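 Agonist-mode FDSS calcium read (Ex 480/Em 530, 1 s cycles) in 1536-well TRHR cells with fluo-8 dye, after 10-cycle baseline and 23 nL compound addition; TRH at EC20 (10 nM final) added afterwards for the enhancer phase.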
# Apoferritin bind – qHTS Assay for Identification of Novel General Anesthetics; Ferritin light chain (Equus caballus), P02791; apoferritin/1-aminoanthracene competitive binding, fluorescence; Potency, µM (top dose mostly 77.5 µM), inactives show at the top dose activity change, negative = displacement, most hits filed as inhibitors; hit rate 0.074% among 350,000; note: potency is the fitted concentration of half-maximal effect; % is set by controls: 0 for no effect and ±100 for the full control effect; nearly all actives have a fitted effect of over 20% in size
# Target sequence (P02791 2-175 limits assumed): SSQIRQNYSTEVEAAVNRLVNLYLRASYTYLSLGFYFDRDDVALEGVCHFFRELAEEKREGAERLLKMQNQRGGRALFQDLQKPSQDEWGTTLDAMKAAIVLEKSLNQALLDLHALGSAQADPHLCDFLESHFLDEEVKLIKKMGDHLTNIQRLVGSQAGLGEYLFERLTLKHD
#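 In PBS, apoferritin at 10 uM is loaded with 1-AMA from a 50% saturated solution. After 10 min of compound exposure at ambient temperature, reduced 535 nm fluorescence indicates probe displacement.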
# RXFP1 agonist – qHTS Assay for Agonists of the Relaxin Receptor RXFP1 | Relaxin receptor 1 (Homo sapiens), Q9HBX9 | HEK293T-RXFP1 cAMP TR-FRET, 30 min; response scale: percent of porcine relaxin response, buffer zero | Potency, µM (titrated, usually from 57.5 µM), without a hit: at the top dose activation, hits mostly activators | hit rate 0.3% among 370,000; note: potency is the fitted concentration of half-maximal effect; % is set by controls: 0 for no effect and ±100 for the full control effect; nearly all actives have a fitted effect of over 60% in size; many of its hits are not listed in these tables
#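 HEK293 cells stably expressing RXFP1, treated 30 min at 37C with compounds plus PDE4 inhibitor Ro 20174; cAMP measured by HTRF TR-FRET. Normalized to buffer and 29 nM porcine relaxin; EC50 by Hill fit.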
# Active calls of the source: *; ? = inconclusive; · = not tested or not shown; & = joins results of further samples; [ ] = remark or other dose. Unless noted, calls come from the whole dose curve; as a rule, active = well fitted curve in the direction sought with a large enough effect; inconclusive = small, poorly fitted or top-dose-only effect, or another doubt; inactive = no such curve, though single readings can be large; an effect the other way counts as inactive or inconclusive. Some of the compounds tested; count on the stated rates, not on these rows.
SMILES,RXFP1 antag,D1 antag,TRHR enhancer,D2 potentiator,D1 PAM,D1 ag,TRHR ag,Apoferritin bind,RXFP1 agonist
CCN(CC)CC(C)OC(=O)COc1ccc(OC)cc1 (centres undefined),-3,-7,2,-12,2,0,0.2,-3%,-3.7%
Cc1cc(C2C(C#N)=C(N)Oc3n[nH]c(C)c32)c(C)s1 (centres undefined),-10,0,0,5,-7,2,-0.6,-1%,0.1%
COc1c(C)cc(C(=O)C2CCCN(C(=O)c3cc(C4CC4)[nH]n3)C2)cc1C (centres undefined),4,-2,-1,2,2,4,-0.7,-15%,-1.7%
COc1ccc(S(=O)(=O)NCc2ccc3c(c2)CCN3C(=O)c2ccccc2)cc1OC,11,7,-4,5,-1,1,-1.2,-4%,-2.8%
COc1ccc(S(=O)(=O)Cc2ccc(C(=O)N3CCN(c4cc(Cl)ccc4C)CC3)o2)cc1,·,7,6,-5,-3,3,0.7,66%[activator],1.9%
CC(C)C(=O)NNC(=O)CSc1nnnn1C(C)C,-1,-16,-3,-4,-7,2,0.1,-1%,4.6%
COc1cccc(C(=O)Nc2ccccc2-c2ccccc2)c1,-3,1,-4,12,-4,9,-0.6,·,-0.8%
O=C(Nc1cc(C(F)(F)F)ccc1N1CCOCC1)C1=NN(c2ccccc2)C(=O)CC1,-26,-3,1,-1,7,2,0.5,-20%,2.6%
Cc1ccc(-n2nc(C)c(C(=O)N3CCN(C(=O)c4ccco4)CC3)c2-n2cccc2)cc1,16,8,-3,0,-4,1,0.5,-8%,1.0%
Cc1ccc(/C=C2\SC(N3CCCCC3)=NC2=O)cc1,-19,5,-3,3,0,0,0.5,-11%,0.1%
COc1ccc(S(=O)(=O)N2CCCC(C(=O)NCCN3CCOCC3)C2)cc1C (centres undefined),8,-1,2,21,·,3,-2.2,10%,-2.8%
CCn1nc(C)c(C(=O)Nc2cc(Oc3ccc(Cl)cc3)cc([N+](=O)[O-])c2)c1C,-11,12,-1,12,3,0,0.6,?,1.4%
CCn1c(-c2cccc(Cl)c2)n[nH]c1=S,-21,-12,0,6,3,1,0.0,-16%,13%
COc1ccc2cc3cc(C(=O)N4CCN(c5ccccc5F)CC4)oc3nc2c1,·,3,-2,0,3,2,-0.1,-5%,-1.7%
Cc1nnc2ccc(-c3ccc(NS(=O)(=O)c4ccc(F)cc4F)cc3)nn12,6,5,9,17,-2,0,0.2,·,5.6%
Cc1nc(SCC(=O)NC2CCCC2)[nH]c(=O)c1C,-19,8,-4,·,-4,1,-0.1,2%,2.7%
O=C(CCCOc1ccc(Cl)cc1Cl)Nc1ncccn1,-11,0,-2,-1,-4,1,0.2,-6%,2.2%
CC(=O)c1sc(NC(=O)c2cc3c(C)nn(-c4ccccc4)c3s2)nc1C,18,3,-10,-4,0,3,0.0,-5%,2.4%
COc1ccc(F)cc1C(=O)C1CCCN(Cc2cccn2-c2cccnc2)C1 (centres undefined),-4,-8,12,-38,-3,0,-0.1,-15%,-0.7%
COc1ccc(NC(=O)c2cc(-c3ccccc3)on2)cc1,15,-7,-1,0,-27,1,0.4,-2%,-2.0%
Cc1cc(/C=N/NC(N)=S)c(C)n1-c1ccc(Cl)cc1,-8,-52*,8,-11,-5,5,-1.3,-21%,-0.2%
CC(=O)c1ccc(N(C(=O)CNC(=O)c2cccs2)C(C(=O)NCC2CCCO2)c2ccccc2)cc1 (centres undefined),-14,4,-7,6,·,16,-1.6,-19%,-2.6%
COC(=O)CC1=Nc2ccccc2NC(=O)C1,-7,1,1,9,0,3,0.2,1%,0.2%
Cc1cccc(-c2noc(-c3ccc(N4CCN(C)CC4)c([N+](=O)[O-])c3)n2)c1,·,-14,3,-1,-2,-2,0.6,?,23%
O=C(COc1ccccc1)NC(=S)Nc1cccc(NC(=O)c2ccccc2Cl)c1,6,20,2,-14,-6,5,0.7,-8%,-0.9%
Cc1c(NC(=O)CN2CCCC(C)C2)ccc2nsnc12 (centres undefined),-2,0,-5,-2,5,0,-0.5,-9%,3.2%
CC1=N/C(=C\c2ccc([N+](=O)[O-])cc2)C(=O)N1c1ccc(Br)c(C)c1,-7,1,0,-30,1,10,0.6,-24%,2.6%
CC12CC3(C)CC(C)(C1)CC(C(=O)NCC(=O)O)(C2)C3,-4,14,2,10,0,3,-0.3,-5%,-0.3%
O=C(NN=C(Cc1ccccc1)Cc1ccccc1)C1CC1,10,-21,-7,-2,-3,-1,-0.7,?,-5.6%
Cc1ccc(NC(=O)C(C)N2CCN(C)CC2)cc1S(=O)(=O)N1CCOCC1 (centres undefined),2,1,6,-13,-1,2,0.7,·,-0.7%

# Some of these compounds in order of number of heavy atoms, lowest first.
SMILES,RXFP1 antag,D1 antag,TRHR enhancer,D2 potentiator,D1 PAM,D1 ag,TRHR ag,Apoferritin bind,RXFP1 agonist
CC12CC3(C)CC(C)(C1)CC(C(=O)NCC(=O)O)(C2)C3,-4,14,2,10,0,3,-0.3,-5%,-0.3%
CC1=N/C(=C\c2ccc([N+](=O)[O-])cc2)C(=O)N1c1ccc(Br)c(C)c1,-7,1,0,-30,1,10,0.6,-24%,2.6%
Cc1ccc(NC(=O)C(C)N2CCN(C)CC2)cc1S(=O)(=O)N1CCOCC1 (centres undefined),2,1,6,-13,-1,2,0.7,·,-0.7%

# (more compounds)
SMILES,RXFP1 antag,D1 antag,TRHR enhancer,D2 potentiator,D1 PAM,D1 ag,TRHR ag,Apoferritin bind,RXFP1 agonist
O=C(CSc1nnc(-c2cccs2)o1)Nc1cccc(S(=O)(=O)N2CCCCC2)c1,·,13,8,-20,1,0,0.4,-6%,5.7%
O=C(CC(c1ccccc1)c1ccccc1O)N1CCCC1 (centres undefined),2,9,0,-4,-10,1,-1.2,-11%,0.6%
COc1ccc(-c2cn3ccccc3n2)cc1[N+](=O)[O-],?,-1,-1,7,3,0,1.2,4%,0.4%
C=C1CCN(C(Cc2ccccc2)C(=O)OC)S(=O)(=O)c2ccc(F)cc21 (centres undefined),·,-12,8,-6,-10,3,-0.1,-4%&3%,0.0%
S=C(NCCc1ccccc1)N1CCCCC1,-1,·,1,7,-2,-2,-0.4,-7%,0.1%
COCCCN1C(=O)c2ccc(C(=O)Nc3cccc(OC)c3)cc2C1=O,10,-16,7,0,-4,1,0.2,-16%,1.6%
COC(=O)[C@@H](NC(=O)NCc1cccs1)C(C)C,9,13,3,4,-1,4,-0.9,-7%,0.0%
CN(C)CCOC(=O)c1ccc(COc2ccccc2Br)o1,4,1,6,-4,0,7,0.0,-17%,-2.1%
CC(C)N1CC(C(=O)Nc2ccc(F)c(Cl)c2)CC1=O (centres undefined),6,5,7,5,-1,6,-1.8,-11%,0.0%
CSc1ccccc1C(=O)NCC(c1ccco1)N(C)C (centres undefined),-1,18,-5,-15,-4,8,-0.5,7%,3.1%
CC(=O)Nc1cccc(C(=O)Nc2cccc(S(=O)(=O)NCc3ccco3)c2)c1,-8,-2,-4,-3,1,1,0.4,·,0.9%
Cc1ccc(S(=O)(=O)N(CC(=O)Nc2c(C)cccc2C)c2cccc(Cl)c2)cc1,-3,-85*,-9,6,1,1,-1.6,-5%,0.9%
O=c1c2cccc3c2c(nn1-c1ccccc1)-c1ccccc1-3,-7,4,5,-6,-3,0,0.4,4%,0.3%
Cc1ccc2oc(=O)c(/C=C(\O)c3ccco3)nc2c1,-10,-6,4,-1,6,2,0.2,-15%,-1.0%
C(=N/n1c2ccccc2c2ccccc21)/c1ccco1,0,3,-12,8,-5,3,0.6,-2%,1.4%
CN1c2ccccc2N(C)C1(C)c1cccc2ccccc12,-1,-13,-6,-5,-6,4,0.1,-22%,-0.7%
CC1CCN(S(=O)(=O)c2ccc3[nH]c(=O)[nH]c3c2)CC1,0,48,0,-6,-7,5,0.7,1%,2.1%
COc1ccc(C(=O)/C(=C/N(C)C)S(=O)(=O)c2ccccc2)cc1,-1,-6,-3,-8,-3,1,0.1,-11%,-3.9%
COc1cc(C)c(S(=O)(=O)Nc2ccccc2F)cc1C,3,2,5,3,-3,3,-1.6,-16%,0.9%
Cc1cnc(C(=O)OCC(=O)N2CCc3ccccc32)cn1,3,-18,-1,3,-3,0,-0.5,-16%,0.0%
Cc1cc(=O)oc2cc(OC(=O)c3nn(C(C)C)c(=O)c4ccccc34)ccc12,-1,2,-8,-11,-4,0,0.3,312%[activator],4.6%
COCCn1c(SCC(=O)NCc2ccccc2)nnc1-c1ccco1,-10,-4,-11,0,2,0,0.3,-14%,-0.3%
O=C(CN1C(=O)NC2(CCCCC2)C1=O)Nc1cc(C(F)(F)F)ccc1N1CCCCC1,-28,8,1,6,-12,15,-0.1,·,-2.7%
CC(=O)n1cc(N(C(=O)CCl)c2ccc(C)cc2)c2ccccc21,7,-9,-4,4,-5,4,-0.1,3%,0.7%
COc1ccc(C(=O)N/C(=C\c2cn(C)c3ccccc23)C(=O)NCCCn2ccnc2)cc1,11,4,2,11,2,3,0.2,?,-2.8%
CCn1nc(NC(=O)CC(C)C)c2cc3ccc(C)cc3nc21,-3,6,2,7,1,3,-0.6,42%[activator],-0.5%
CC(=O)c1ccc(Sc2ccccc2)c([N+](=O)[O-])c1,-13,1,-13,·,-4,2,0.0,-11%,0.4%
C[C@@H]1CC[C@H]2C(=O)N3[C@@H](CC[C@@H](C)[C@@H]3c3ccc(Br)cc3)C(=O)N2[C@H]1c1ccc(Br)cc1,·,-1,3,1,9,-3,0.5,-3%,-0.3%
O=C1CC(c2ccco2)CC(O)=C1C=NCC1NCCc2ccccc21 (centres undefined),-29,-14,2,·,-4,1,0.8,4%,-0.8%
COc1cccc(OCCn2ccnc2)c1,19,1,-1,24,2,0,0.3,1%,0.5%
Cc1nc(-c2cccnc2)sc1C(N)=O,6,14,-2,5,-4,2,1.1,-7%,2.8%
CC(=O)c1ccc(OCC(=O)N(C2CCCCC2)C2CCS(=O)(=O)C2)cc1 (centres undefined),-9,2,4,-5,-14,2,0.4,·,-0.3%
